High-throughput results (PubChem)
TEAD-YAP block = TEAD-YAP interaction inhibition; actives 1.4% (n = 640,000); AID 1259422; inhibition, % at 9.12 µM; HEK-TIYL cells, TEAD-Gal4/YAP UAS-luciferase luminescence; in the data active = inhibition above about 32%;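 also: 0% = median of test compound wells and 100% = reference inhibitor wells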
MITF inh = inhibitors of human MITF; O75030; AlphaScreen MITF homodimerization, bead proximity signal; inhibition, % at 2.6 µM; actives 0.91% (n = 650,000); AID 1259374; in the data active = inhibition above about 50%;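 also: 0% = vehicle wells with protein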
FBW7 activator = activators of human E3 ligase FBW7; AID 1259310; AlphaScreen FBW7–phospho-cyclin E peptide binding, activator screen; actives 0.13% (n = 650,000); normalized activity (activation), % at 26.1 µM; Q969H0; in the data active = normalized activity above about 1.9%;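 also: purified mutant Fbw7 with reduced substrate affinity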
Target sequence (Q969H0 whole entry, looked up): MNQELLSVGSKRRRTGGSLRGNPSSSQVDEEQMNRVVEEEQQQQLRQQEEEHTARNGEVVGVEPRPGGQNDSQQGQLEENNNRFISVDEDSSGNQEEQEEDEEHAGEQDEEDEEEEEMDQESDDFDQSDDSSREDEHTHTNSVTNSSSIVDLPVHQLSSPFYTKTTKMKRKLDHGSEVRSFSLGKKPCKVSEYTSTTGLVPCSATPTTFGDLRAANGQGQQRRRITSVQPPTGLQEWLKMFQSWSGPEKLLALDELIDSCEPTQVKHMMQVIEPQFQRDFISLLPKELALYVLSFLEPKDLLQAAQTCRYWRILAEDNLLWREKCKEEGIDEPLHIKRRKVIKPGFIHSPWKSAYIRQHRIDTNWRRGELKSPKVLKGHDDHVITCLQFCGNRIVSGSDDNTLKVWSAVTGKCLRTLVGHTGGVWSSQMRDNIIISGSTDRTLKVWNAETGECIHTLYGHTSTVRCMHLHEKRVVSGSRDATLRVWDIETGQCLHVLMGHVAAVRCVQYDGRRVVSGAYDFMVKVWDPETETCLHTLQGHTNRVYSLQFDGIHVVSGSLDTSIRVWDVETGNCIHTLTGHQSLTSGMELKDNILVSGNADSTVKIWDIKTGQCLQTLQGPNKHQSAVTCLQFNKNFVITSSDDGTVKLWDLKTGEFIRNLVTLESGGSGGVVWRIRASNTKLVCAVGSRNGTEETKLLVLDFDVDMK
GPR151 activ = human GPR151 activation; Q8TDV0; PathHunter beta-arrestin GPR151 cells, luminescence; activation, % at 11.2 µM; actives 1% (n = 650,000); AID 1508602; in the data active = activation above about 4.9%;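 also: 0% = median of compound wells and 100% = cells with positive control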
Target sequence (Q8TDV0 whole entry, looked up): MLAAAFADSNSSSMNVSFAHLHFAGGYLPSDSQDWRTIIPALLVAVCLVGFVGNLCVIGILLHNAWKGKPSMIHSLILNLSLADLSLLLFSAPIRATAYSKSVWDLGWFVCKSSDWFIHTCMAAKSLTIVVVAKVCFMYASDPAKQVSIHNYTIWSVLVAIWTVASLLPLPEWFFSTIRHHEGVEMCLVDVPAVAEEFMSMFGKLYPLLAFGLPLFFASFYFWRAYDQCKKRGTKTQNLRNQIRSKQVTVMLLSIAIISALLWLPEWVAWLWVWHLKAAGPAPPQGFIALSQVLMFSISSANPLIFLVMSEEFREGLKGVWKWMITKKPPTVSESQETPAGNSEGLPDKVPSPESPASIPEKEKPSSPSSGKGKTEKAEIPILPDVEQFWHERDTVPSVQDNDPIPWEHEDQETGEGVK
* hit, by the source's call.

Screens by letter – A = TEAD-YAP block; B = MITF inh; C = FBW7 activator; D = GPR151 activ
COc1ccc(Nc2nc3nonc3nc2N/N=C/c2cn[nH]c2-c2ccccc2)cc1
  A: 20.9 | B: -0.6 | C: -0.1 | D: 1.4
O=C(NCC1CCCCC1)c1cccnc1Cl
  A: 10.5 | B: 23.9 | C: 0.3 | D: 0.8
CCCCCSc1nnc2n(CC)c(=O)c3c(n12)-c1ccccc1CC31CCCCC1
  A: 6.3 | B: 10.7 | C: 0.5 | D: -1.0
Cn1ccnc1SCC(=O)c1ccc(O)cc1
  A: -11.3 | B: -1.0 | C: 0.0 | D: -5.4
COc1cc(Nc2nc(NCCN3CCOCC3)nc3c2ncn3C(C)C)cc(OC)c1OC
  A: -2.3 | B: -1.0 | C: 0.1 | D: 2.9
O=C(C1CCCN(Cc2cccc(F)c2)C1)N1CCCCCC1 (stereo not drawn)
  A: 4.7 | B: 47.8 | C: 0.3 | D: -0.2
CC(=O)c1ccc(NC(=O)CSc2nnc(NC(=O)c3cccc(C)c3)s2)cc1
  A: -53.6 | B: 6.8 | C: 0.6 | D: -0.7
COc1ccc(-c2nc(-c3ccc(Br)cc3)no2)c(OC)c1
  A: -5.6 | B: 14.9 | C: 0.0 | D: 1.2
COc1ccc(NC(=O)c2sc3nc(C)nc(N4CCC(C)CC4)c3c2C)cc1Cl
  A: 8.2 | B: 6.1 | C: -0.1 | D: 1.0
CN(C)S(=O)(=O)N1CCN(c2c(Cl)cccc2[N+](=O)[O-])CC1
  A: 0.2 | B: 12.4 | C: -0.1 | D: 0.3
Cc1ccc(OCC(O)CN2CCN(c3ccc(F)cc3)CC2)c(C)c1 (stereo not drawn)
  A: -1.1 | B: -26.1 | C: -0.1 | D: -0.8
CN(Cc1ccccc1)C(=O)COC(=O)Cc1c(Cl)cccc1Cl
  A: 2.1 | B: 17.8 | C: 0.1 | D: 1.0
COc1ccc(C(=O)Nc2ccc(F)c([N+](=O)[O-])c2)cc1
  A: -10.6 | B: 15.7 | C: 0.0 | D: -0.5
CC(C)[C@H](NC(=O)c1ccccc1F)C(=O)Nc1ccc(F)c(F)c1
  A: 3.2 | B: 3.1 | C: -0.1 | D: -0.2
COc1cc(-c2ncnn2-c2ccc(Cl)cc2)ccc1OCc1ccccc1
  A: -48.1 | B: 13.7 | C: 0.3 | D: -3.8
COc1ccc(C2(C(=O)NCCc3nc(-c4cccnc4)n[nH]3)CC2)cc1
  A: 6.7 | B: -15.8 | C: -0.1 | D: -0.6
CSc1ncc(Cl)c(C(=O)Nc2ccc(S(=O)(=O)N3CCCCC3C)cc2)n1 (stereo not drawn)
  A: 11.2 | B: 11.5 | C: 0.7 | D: -0.1
COc1ccc(OC)c(-n2c(-c3cccs3)n[nH]c2=S)c1
  A: 11.7 | B: 2.7 | C: 0.1 | D: 0.3
CSCC[C@H](NC(C)=O)C(=O)NCC1Cc2cc(-c3cncnc3)cc(Cl)c2O1 (stereo partly drawn)
  A: -0.6 | B: -4.7 | C: -0.1 | D: 3.2
COc1ccc(Cl)cc1C(=O)N1N=C(C)CC1(O)C(F)(F)F (stereo not drawn)
  A: -4.6 | B: -0.9 | C: -0.1 | D: 0.1
O=C(NCCc1ccc(Cl)cc1)c1cccc(C(=O)NCCc2ccc(Cl)cc2)c1
  A: -1.0 | B: 11.2 | C: 1.0 | D: -0.5
CCOC(=O)CC1=Nn2c(nnc2-c2ccc(Cl)cc2)SC1
  A: 0.9 | B: 11.1 | C: -0.1 | D: -0.4
COc1ccc(OCC(=O)N/N=C/c2ccc(OC)c(O)c2)cc1
  A: -3.3 | B: 8.9 | C: 0.2 | D: 0.8
COC(=O)c1ccccc1NC(=O)CN1CCCCCC1
  A: 9.8 | B: -2.9 | C: -0.1 | D: 0.9
CCOc1cc(C2CC(=O)NC3=C2C(=O)CC(c2ccc(OC)cc2)C3)cc(Cl)c1O (stereo not drawn)
  A: 5.5 | B: 1.9 | C: -0.2 | D: -0.6

Filtered by structure: those above with a nitro group on carbon
Screens by letter – A = TEAD-YAP block; B = MITF inh; C = FBW7 activator; D = GPR151 activ
CN(C)S(=O)(=O)N1CCN(c2c(Cl)cccc2[N+](=O)[O-])CC1
  A: 0.2 | B: 12.4 | C: -0.1 | D: 0.3
COc1ccc(C(=O)Nc2ccc(F)c([N+](=O)[O-])c2)cc1
  A: -10.6 | B: 15.7 | C: 0.0 | D: -0.5

The results go on.
Screens by letter – A = TEAD-YAP block; B = MITF inh; C = FBW7 activator; D = GPR151 activ
COC(CN(C)C(=O)c1c(C(F)(F)F)nc2ccc(C)cn12)OC
  A: 11.7 | B: 2.6 | C: -0.1 | D: -0.5
Cc1c(C(=O)NCC2COc3ccccc3O2)sc2ncn(CC(=O)Nc3cccc(C(F)(F)F)c3)c(=O)c12 (stereo not drawn)
  A: 13.0 | B: 19.8 | C: 0.3 | D: -1.6
CCOc1ccc(CCNC(=O)Cn2ncc3ccccc32)cc1OCC
  A: -34.2 | B: -4.3 | C: 0.4 | D: 0.7
CCN(CC)c1ccc(C(=O)O)cc1
  A: -8.2 | B: 4.1 | C: 0.4 | D: 1.3
COc1ccc([N+](=O)[O-])cc1/C=N/N(CCO)C1=NS(=O)(=O)c2ccccc21
  A: -3.2 | B: 14.5 | C: 0.0 | D: 2.1
CCN1C(=O)CC[C@@H]2CN(C(=O)c3cn4ccccc4n3)CC[C@@H]21
  A: -107.1 | B: -13.8 | C: 0.2 | D: 0.5
N/C(=N\OC(=O)c1ccccc1[N+](=O)[O-])c1ccccn1
  A: -33.6 | B: 15.2 | C: 0.4 | D: -2.8
Cc1cc(N2C(=O)c3ccc(C(=O)N4CCN(c5ccccc5F)CC4)cc3C2=O)no1
  A: -4.4 | B: 6.2 | C: 0.0 | D: -0.6
O=C(NCc1ccco1)C1CC(O)CN1C(=O)Nc1ccccc1F (stereo not drawn)
  A: 6.9 | B: -6.7 | C: 0.2 | D: 0.3
O=C1CC(N2CCN(Cc3ccc(Cl)cc3)CC2)C(=O)N1c1cccc(Cl)c1 (stereo not drawn)
  A: -2.9 | B: 12.3 | C: 0.0 | D: -0.2
CC(=O)c1cccc(NC(=O)c2cccc(Cl)c2Cl)c1
  A: -0.9 | B: 8.7 | C: 0.0 | D: 2.4
CCOC(=O)C1=C(C)N=c2s/c(=C/c3ccc(OC)c(OC)c3)c(=O)n2C1c1cccc([N+](=O)[O-])c1 (stereo not drawn)
  A: 14.3 | B: 6.6 | C: 0.0 | D: 0.1
CCOC(=O)c1cc2cnccc2nc1-c1cccnc1
  A: -2.0 | B: 14.1 | C: 0.3 | D: -1.8
Oc1ccc(Nc2nccn3c(-c4ccc5[nH]ccc5c4)cnc23)cc1
  A: 5.6 | B: -9.7 | C: -0.1 | D: 0.5
COc1ccc([C@@H]2CCN(C(=O)Cc3cccc(Cl)c3)C[C@H]2O)cc1
  A: 4.8 | B: -3.8 | C: -0.1 | D: -0.4
COc1ccc(/C=C(/C#N)c2nc3ccccc3[nH]2)cc1
  A: -51.3 | B: 2.1 | C: -0.1 | D: -1.8
COC(=O)c1ccc(NC(=O)CC2C(=O)N(c3cccc(Cl)c3)C(=S)N2CCc2ccccc2)cc1 (stereo not drawn)
  A: -7.5 | B: -5.3 | C: -0.1 | D: 1.9
Nc1nccc(-c2ccc3nc(C4COc5ccc(C(=O)Cc6ccccc6)cc5C4)[nH]c3c2)n1 (stereo not drawn)
  A: 22.0 | B: 13.0 | C: -0.1 | D: 0.2
CCc1c(C)nc2ncnn2c1N1CCC(C(=O)Nc2ccccc2)CC1
  A: 11.1 | B: 19.2 | C: 0.1 | D: -0.3
CC(=O)N1CCN(C(=O)c2ccc(OC3CCN(Cc4ccccn4)CC3)cc2)CC1
  A: -1.6 | B: -15.1 | C: -0.1 | D: -1.0
COc1ccc(-c2c(NC3CCCCCC3)c(=O)c2=O)cc1
  A: -10.3 | B: 11.1 | C: 0.1 | D: -1.4
CCCC(=O)Nc1ccc(Br)c(Cl)c1
  A: -11.8 | B: 7.9 | C: 0.1 | D: -0.6
COc1nnc(-c2ccc(C)c(S(=O)(=O)NC(C)C)c2)c2ccccc12
  A: -13.4 | B: -8.2 | C: 0.0 | D: -2.1
COc1ccc(-c2nc3ccccc3c(=O)n2Cc2c(F)cccc2Cl)cc1OC
  A: -1.5 | B: 0.2 | C: -0.1 | D: -1.1
Cc1cccc(-c2nc3cc(NC(=O)c4ccc(Cl)cc4)ccc3o2)c1
  A: -7.8 | B: 3.8 | C: -0.1 | D: -0.6

(more compounds)
Screens by letter – A = TEAD-YAP block; B = MITF inh; C = FBW7 activator; D = GPR151 activ
COc1ccc(C(=O)CSc2ncn[nH]2)cc1[N+](=O)[O-]
  A: 3.1 | B: 4.4 | C: 0.2 | D: 0.3
COc1cccc(OCC(=O)Oc2ccc(C(C)=O)cc2)c1
  A: 2.0 | B: 2.1 | C: -0.1 | D: 0.6
CCCCCCCN1C(=O)c2cccc([N+](=O)[O-])c2C1=O
  A: 14.7 | B: -0.3 | C: -0.4 | D: -1.3
O=C(Cc1cccc2ccccc12)Nc1ccc2c(c1)C(=O)NC2=O
  A: 2.2 | B: 5.6 | C: 0.1 | D: -0.8
C=CCN(c1ccc(C(N)=O)cc1)S(C)(=O)=O
  A: -7.8 | B: 1.0 | C: -0.4 | D: 2.8
CCOc1ccc(/C=C(/NC(=O)c2cc(OC)c(OC)c(OC)c2)C(=O)NN)cc1
  A: 2.4 | B: -2.7 | C: 0.0 | D: 0.8
Cc1cc2[nH]c(=O)c(=O)[nH]c2cc1S(=O)(=O)N1CC(C)Oc2ccccc21 (stereo not drawn)
  A: 6.6 | B: 1.0 | C: -0.1 | D: -1.1
C/C(=N\Nc1nnc(Cl)c2ccccc12)c1ccccc1O
  A: -1.0 | B: -1.9 | C: 0.1 | D: -0.7
NC(=O)NCCC(=O)OCC(=O)Nc1ccc(Cl)cc1F
  A: -2.9 | B: 1.8 | C: 0.1 | D: -0.9
Cc1cccc(OCC(=O)N/N=C/c2ccccc2O)c1
  A: 4.8 | B: 29.5 | C: 0.0 | D: -0.3
CCOC(=O)c1c(NC(=O)CSc2nnc(CNC(=O)c3ccco3)n2C2CCCCC2)sc2c1CCCCC2
  A: 6.5 | B: -3.9 | C: -0.1 | D: 0.5
CCOC(=O)C1=C(C)N=c2s/c(=C\c3cc(OC)ccc3OC)c(=O)n2C1c1cccs1 (stereo not drawn)
  A: 17.4 | B: 6.4 | C: 0.4 | D: -0.8
COc1ccc(C2C3=C(CC(C)(C)CC3=O)N=C3c4ccccc4C(=O)C32)cc1OC (stereo not drawn)
  A: 4.7 | B: -7.2 | C: -0.2 | D: -0.1
COc1ccc(NC(=O)c2cc3c([nH]c4ccccc43)c(C)n2)cc1
  A: -0.6 | B: 1.6 | C: -0.1 | D: -0.7
CCOc1cc(/C=C2\N=C(c3ccc(F)cc3)OC2=O)cc(Br)c1OC(C)=O
  A: 7.6 | B: 17.7 | C: 0.4 | D: -1.6
O=C(c1ccc2nc3ccc(Cl)cc3c(=O)n2c1)N1CCOCC1
  A: -4.1 | B: 6.4 | C: -0.1 | D: 0.2
c1nncn1/N=C1/CCCc2nonc21
  A: -5.9 | B: 3.2 | C: 0.4 | D: -1.7
Cc1ccc(OCc2nc3c4c(-c5ccccc5)c(-c5ccccc5)oc4ncn3n2)cc1
  A: 0.9 | B: 9.2 | C: -0.1 | D: -1.1
COC(=O)C1=C(C)Nc2nc(SC)[nH]c(=O)c2C1c1ccc(F)cc1 (stereo not drawn)
  A: 10.1 | B: 17.5 | C: 0.6 | D: -0.3
Nc1ccc(C(=O)Nc2cccc(-c3nc4ccccc4o3)c2)cc1
  A: -5.6 | B: 6.2 | C: 0.0 | D: 0.3
O=C(NC1=NCCS1)C1CC(=O)N(c2ccc(F)cc2)C1 (stereo not drawn)
  A: -0.3 | B: -8.8 | C: -0.3 | D: -0.3
COc1ccc(Cl)cc1NC(=O)c1cnn2c(C(F)(F)F)cc(-c3ccc(C)cc3)nc12
  A: -6.4 | B: 5.2 | C: 0.2 | D: -1.9
COc1cc(CN2CCNC(=O)C2CC(=O)N(C)Cc2ccno2)cc(OC)c1 (stereo not drawn)
  A: 9.4 | B: -1.0 | C: -0.1 | D: 6.1*
O=C(Nc1cccc(Oc2ccc3c(c2)C(=O)NC3=O)c1)c1cccs1
  A: 2.3 | B: 14.9 | C: 0.0 | D: -0.6
COc1ccc(OC)c(/C=N/Nc2nc3ccccc3[nH]2)c1
  A: -3.5 | B: 9.6 | C: 0.5 | D: 1.2

Later entries
Screens by letter – A = TEAD-YAP block; B = MITF inh; C = FBW7 activator; D = GPR151 activ
Cc1nc(NC(=O)CSc2ccccc2N)sc1C
  A: -0.5 | B: 34.6 | C: -0.9 | D: -0.4
O=C(c1ccc(N2CCOCC2)c([N+](=O)[O-])c1)N(c1ccccn1)C1CCCCC1
  A: -4.2 | B: 1.2 | C: -0.1 | D: -1.2
O=C(Nc1cc(Oc2ccc(Cl)cc2Cl)cc([N+](=O)[O-])c1)c1nc2nc(-c3ccccc3)cc(C(F)(F)F)n2n1
  A: 5.8 | B: -0.1 | C: -0.1 | D: 0.1
Cc1ccc2c(Cl)cc(Cl)c(OCC(=O)NC(N)=O)c2n1
  A: 3.3 | B: 22.7 | C: -0.1 | D: 0.4
CCOc1ccccc1OC(=O)c1ccc([N+](=O)[O-])cc1
  A: 6.1 | B: 19.5 | C: 0.4 | D: 0.2
O=C(CCc1nc2ncccc2c(=O)n1Cc1ccccc1)Nc1ccc(F)cc1
  A: 4.9 | B: -2.5 | C: 0.0 | D: 2.6

Full records, looked up by structure.
Listed for `O=C(CCc1nc2ncccc2c(=O)n1Cc1ccccc1)Nc1ccc(F)cc1` → TEAD-YAP block = 4.9; MITF inh = -2.5; FBW7 activator = 0.0; GPR151 activ = 2.6
Listed for `O=C(Nc1cc(Oc2ccc(Cl)cc2Cl)cc([N+](=O)[O-])c1)c1nc2nc(-c3ccccc3)cc(C(F)(F)F)n2n1` → TEAD-YAP block = 5.8; MITF inh = -0.1; FBW7 activator = -0.1; GPR151 activ = 0.1
